Assay outcomes as filed in PubChem.
Arrestin-AP2 inh = inhibitors of beta-arrestin/AP2 binding, primary screen, biochemical, GPCR trafficking, flow cytometry; beta-arrestin 1 C-terminal peptide binding to AP2 beta2-adaptin appendage (human); FITC-arrestin peptide / GST-AP2 beads; AP2 beta2 appendage carries R879A mutation; inhibition, % at 10 µM; 340,000 compounds, 0.31% hits;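 active means inhibition above a set limit, near 3 SD of compounds lacking own fluorescence, cut at about 54% in these data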;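 further: plate controls were DMSO wells for no effect and 5 µM unlabelled arrestin peptide for full effect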
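System: GST-AP2 R879A glutathione beads. Medium: PBS with 0.05% Tween 20 and 0.1% BSA. Also added: FITC-arrestin peptide, 50 nM. Incubation: 12 min plus 1 h, RT. Measured by: high-throughput flow cytometry of beads, ex 488, em 535 nm. Evaluation: percent drop in bead-associated FITC signal.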
Wnt bcat act = Wnt/beta-catenin pathway activators, primary screen, cell-based, plate reader, single point; Wnt/beta-catenin reporter cell assay, activator; activation, % at 9.35 µM; 300,000 compounds, 1.2% hits; in the data active means activation above about 30%, passing the limit was not always enough;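 further: 0% = neutral control wells and 100% = positive control wells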
Pemphigus Ab inh = inhibitors of pemphigus antibody binding to DSG3, primary screen, biochemical, bead-based, flow cytometry, scFv-GFP. DSG3-coupled beads, scFv-anti-DSG3-GFP binding; hits give low values. binding (percent of control), % at 10 µM. 310,000 compounds, 0.48% hits. AID 588358, 2011;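 active means binding more than 3 SD below its plate's average and above zero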;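 further: hits lower antibody fragment binding to DSG3; some compounds called inactive have numbers as strong as hits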
Target sequence (P32926 whole entry, looked up, the tested form may be a part): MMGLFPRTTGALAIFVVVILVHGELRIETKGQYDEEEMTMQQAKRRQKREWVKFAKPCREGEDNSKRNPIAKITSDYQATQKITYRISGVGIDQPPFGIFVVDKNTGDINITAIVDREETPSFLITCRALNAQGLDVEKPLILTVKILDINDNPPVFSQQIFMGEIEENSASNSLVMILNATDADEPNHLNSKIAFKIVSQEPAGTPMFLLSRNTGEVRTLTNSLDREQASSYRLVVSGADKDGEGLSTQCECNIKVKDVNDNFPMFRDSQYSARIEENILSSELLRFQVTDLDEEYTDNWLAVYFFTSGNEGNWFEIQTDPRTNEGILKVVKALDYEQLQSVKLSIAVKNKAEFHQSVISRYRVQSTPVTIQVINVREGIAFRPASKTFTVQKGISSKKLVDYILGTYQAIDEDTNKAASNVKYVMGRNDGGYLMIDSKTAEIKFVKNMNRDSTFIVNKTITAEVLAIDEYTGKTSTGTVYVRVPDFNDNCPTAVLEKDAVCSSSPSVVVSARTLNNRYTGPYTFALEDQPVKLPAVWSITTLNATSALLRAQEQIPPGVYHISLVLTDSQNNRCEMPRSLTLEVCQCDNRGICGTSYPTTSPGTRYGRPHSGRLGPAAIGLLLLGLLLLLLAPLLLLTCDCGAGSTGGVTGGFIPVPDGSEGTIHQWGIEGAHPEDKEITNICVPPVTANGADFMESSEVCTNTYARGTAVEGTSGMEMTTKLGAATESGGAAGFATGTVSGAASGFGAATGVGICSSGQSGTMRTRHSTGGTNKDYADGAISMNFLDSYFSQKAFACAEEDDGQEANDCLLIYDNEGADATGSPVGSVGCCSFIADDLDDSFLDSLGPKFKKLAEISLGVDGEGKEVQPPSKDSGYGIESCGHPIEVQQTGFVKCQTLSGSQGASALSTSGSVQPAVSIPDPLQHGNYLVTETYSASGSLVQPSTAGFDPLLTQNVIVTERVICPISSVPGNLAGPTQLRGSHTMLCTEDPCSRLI
V-ATPase pH = regulators of yeast V-ATPase proton pumping, primary screen, pHLuorin cytosolic pH fluorescence | S. cerevisiae | response, % at 10 µM | 350,000 compounds, 0.37% hits | AID 504577, 2011; in the data active means response mostly above about 7.3%, no sharp cut-off; inactive means mostly below about 5.4%; further: actives read high; inactives centre near 0; some compounds called inactive have numbers as strong as hits; reference of the scale not given here
RTF Ca sens act = cardiac RTF calcium sensitivity activators, primary screen, biochemical, IANBD-TnC fluorescence, EC20 calcium. Troponin I, cardiac muscle (Homo sapiens) + Troponin T, cardiac muscle (Homo sapiens) + …. IANBD-labeled TnC RTF fluorescence at EC20 calcium; 0% EC20 calcium, 100% full calcium. activation, % at 7.2 µM. 340,000 compounds, 0.24% hits;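 active means activation above the mean over all tested compounds plus 3 SD, cut at about 30% in these data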;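 further: rise in fluorescence read as greater calcium sensitivity of cardiac thin filaments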
OPRM1-OPRD1 inv = inverse agonists of MOR-DOR heterodimerization, primary screen, cell-based, luminescence; Mu-type opioid receptor (Homo sapiens) + Delta-type opioid receptor (Homo sapiens), …; cell-based MOR-DOR heterodimer luminescence, inverse agonism; inhibition, % at 9.3 µM; 340,000 compounds, 0.21% hits; in the data active means inhibition above about 22%, passing the limit was not always enough;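 further: 0% = cells with DMSO and 100% = wells without cells with DMSO; values of inactives mirror those of a sister screen read the other way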
OPRM1-OPRD1 ag = agonists of OPRM1-OPRD1 heterodimerization, primary screen, cell-based, luminescence; Mu-type opioid receptor (Homo sapiens) + Delta-type opioid receptor (Homo sapiens), …; cells; activation, % at 9.3 µM; 340,000 compounds, 0.3% hits; AID 504326, 2011; in the data active means activation above about 18%;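 further: 0% = vehicle-treated cells and 100% = reference agonist; values of inactives mirror those of a sister screen read the other way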
Cardiac RTF inh = cardiac RTF calcium sensitivity inhibitors, primary screen, biochemical, IANBD-TnC fluorescence, EC70 calcium. inhibition, % at 7.15 µM. Troponin I, cardiac muscle (Homo sapiens) + Troponin T, cardiac muscle (Homo sapiens) + …. 340,000 compounds, 0.12% hits. AID 493244, 2011. IANBD-labeled cardiac RTF, Ca2+ fluorescence;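 active means inhibition above the mean inhibition of all tested compounds plus 3 SD, cut at about 17% in these data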;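 further: assay run at fixed EC70 calcium of 1.6 mM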
C-LANA FP = inhibitors of KSHV C-LANA binding to DNA, primary screen, biochemical, fluorescence polarization, FAM-LBS DNA, MBP-C-LANA, single point; 340,000 compounds, 0.078% hits; AID 504423, 2011; Kaposi's sarcoma herpesvirus LANA C-terminal domain (residues 932-1162) DNA binding; inhibition, % at 9 µM;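 active means highest replicate inhibition at or above 60% at 9 µM, even if other replicates fall short; inactive means all replicates below 60% inhibition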;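 further: 0% = neutral control wells and 100% = 4 µM acridine orange control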
Keap1-Nrf2 PPI = Keap1-Nrf2 protein-protein interaction inhibitors, primary screen, biochemical, fluorescence polarization, single point; Kelch-like ECH-associated protein 1 (Homo sapiens), Q14145; Keap1 Kelch-Nrf2 peptide fluorescence polarization, 1536-well; inhibition, % at 9.4 µM; 340,000 compounds, 0.15% hits; AID 504523, 2011; in the data active means inhibition above about 12%;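 further: human Keap1 Kelch domain with fluorescein labeled Nrf2 9mer peptide probe; 0% = neutral control wells and 100% = peptide positive control; higher means more block of Keap1 binding to Nrf2 peptide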
Active calls of the source: *; x = no result given.

Order of values: Arrestin-AP2 inh	Wnt bcat act	Pemphigus Ab inh	V-ATPase pH	RTF Ca sens act	OPRM1-OPRD1 inv	OPRM1-OPRD1 ag	Cardiac RTF inh	C-LANA FP	Keap1-Nrf2 PPI
Cc1cccc(/C=N/n2c(C3CCCCC3)n[nH]c2=S)c1
    26	x	103	-4	-7	-23	4.9	4	0.5	-3
COc1ccccc1-c1coc2cc(OC(=O)/C=C/c3ccccc3)ccc2c1=O
    2	x	94	5	3	-1	0.1	-6	0.3	3
CC(CCC(=O)O)C1CC[C@@]2(C)C3C(=O)CC4C(C)(C)C(O)CC[C@]4(C)C3C(=O)C[C@]12C (some centres undefined)
    -4	-5	108	-1	-2	4	-0.8	-2	-1.2	0
CCOc1ccc(NC(=O)CN(C)C(=O)C(C)Oc2ccc(Cl)cc2)cc1OCC (centres undefined)
    46	-3	99	8	-14	10	-2.0	-29	-1.3	4
O=c1oc2ccccc2cc1-c1ccc(O)cc1O
    5	x	110	1	17	-10	1.9	0	0.0	-5
NC(=O)c1nn(-c2ccccc2)nc1NC(=O)CN1CCOCC1
    -6	4	99	0	1	16	-3.0	-3	-0.5	-4
Clc1cccc(Cl)c1CSc1nnc2ccccn12
    -13	4	104	0	-6	2	-0.3	2	-0.4	-3
CC1CC1C(=O)OCC(=O)Nc1ncc(Cl)cc1Cl (centres undefined)
    -1	12	98	3	1	12	-2.0	-7	1.9	0
Cc1ccc(NCc2ccco2)cc1C
    7	18	99	0	2	8	-1.6	-7	-0.2	2
O=C1NC[C@H](Cc2ccccc2)N(CC2CCN(CCCC3CCCC3)CC2)C1=O
    40	-4	100	8	-4	-8	1.7	2	1.2	2
CCCn1c(SCC(=O)c2ccc(CC)cc2)n[nH]c1=O
    -7	x	103	1	2	7	-1.2	-5	-1.1	-4
COC(=O)n1c(=O)oc2ccc(S(=O)(=O)N3CCCCC3)cc21
    10	0	96	3	-6	16	-3.0	0	-1.6	3
Cc1sc(NC(=O)COc2cccc(-n3cnnn3)c2)c(C#N)c1C
    27	-1	98	3	1	11	-2.6	-3	1.8	0
COc1cc(OC)c(C2CC(=O)N3CN(c4ccccc4)CSC3=C2C#N)cc1OC (centres undefined)
    -58	-3	107	-1	-2	-7	1.5	-10	1.5	-1
Cn1c(=O)[nH]c(=O)c2c1nc(N1CCOCC1)n2CC(O)COc1ccccc1 (centres undefined)
    0	x	108	-1	0	12	-2.1	2	-0.6	3

Three entries from above, with each value named:
canonical_smiles: O=C1NC[C@H](Cc2ccccc2)N(CC2CCN(CCCC3CCCC3)CC2)C1=O
  Arrestin-AP2 inh = 40
  Wnt bcat act = -4
  Pemphigus Ab inh = 100
  V-ATPase pH = 8
  RTF Ca sens act = -4
  OPRM1-OPRD1 inv = -8
  OPRM1-OPRD1 ag = 1.7
  Cardiac RTF inh = 2
  C-LANA FP = 1.2
  Keap1-Nrf2 PPI = 2
canonical_smiles: Cc1ccc(NCc2ccco2)cc1C
  Arrestin-AP2 inh = 7
  Wnt bcat act = 18
  Pemphigus Ab inh = 99
  V-ATPase pH = 0
  RTF Ca sens act = 2
  OPRM1-OPRD1 inv = 8
  OPRM1-OPRD1 ag = -1.6
  Cardiac RTF inh = -7
  C-LANA FP = -0.2
  Keap1-Nrf2 PPI = 2
canonical_smiles: CCCn1c(SCC(=O)c2ccc(CC)cc2)n[nH]c1=O
  Arrestin-AP2 inh = -7
  Wnt bcat act = x
  Pemphigus Ab inh = 103
  V-ATPase pH = 1
  RTF Ca sens act = 2
  OPRM1-OPRD1 inv = 7
  OPRM1-OPRD1 ag = -1.2
  Cardiac RTF inh = -5
  C-LANA FP = -1.1
  Keap1-Nrf2 PPI = -4

(list continues)
Order of values: Arrestin-AP2 inh	Wnt bcat act	Pemphigus Ab inh	V-ATPase pH	RTF Ca sens act	OPRM1-OPRD1 inv	OPRM1-OPRD1 ag	Cardiac RTF inh	C-LANA FP	Keap1-Nrf2 PPI
Cc1ccccc1NC(=O)CSc1nc(N)c(C#N)cc1C#N
    3	x	107	3	-6	12	-2.2	1	2.0	-1
COc1ccccc1N1CCN(C(=O)N2CCOCC2)CC1
    5	0	99	-1	-5	2	-0.4	-9	0.8	2
O=C(CSc1nnnn1-c1ccccc1)Nc1ncc(Cc2cccc(Cl)c2Cl)s1
    3	-3	101	-4	-4	8	-1.6	1	0.1	-3
CCn1cc(/C=C(\NC(=O)c2ccc(OC)c(OC)c2)C(=O)NCCCN2CCOCC2)c2ccccc21
    4	-2	105	-4	4	10	-2.1	-11	-1.0	6
Cc1ccc(NC(=O)CN2C(=O)NC3(CCCC3)C2=O)nc1
    0	2	99	1	-2	7	-1.0	-2	-1.2	1
CCOc1nc(NCCN2CCOCC2)nc(NC(C)C)n1
    -3	-10	92	-1	-4	16	-2.6	-5	0.3	7
CN(C(=O)CSc1nc(C2CC2)nc2ccccc12)c1nc(-c2ccccc2)cs1
    32	x	92	3	-1	11	-2.1	-5	1.4	1
Cc1cc([N+](=O)[O-])ccc1NC(=O)Nc1ccccc1F
    -10	15	84	3	-4	-4	0.8	7	0.6	-1
O=C(CSc1nnc(-c2ccncc2)o1)NC1CCCCC1
    5	6	93	1	-2	2	-0.2	-7	-1.1	4
O=C(NN=Cc1ccccc1C(=O)O)C(=O)NN=Cc1ccccc1C(=O)O
    -3	-1	94	-5	-2	0	0.1	-8	-1.4	-9
COc1cc(OC)c(C(=O)OCC(=O)NCCC2=CCCCC2)cc1OC
    27	17	105	0	2	-10	1.4	-1	-1.3	1
CC1CN(C(=O)COC(=O)c2ccccc2O)CC(C)O1 (centres undefined)
    5	-2	59	-3	-2	-1	0.2	11	-1.4	-2
COc1ccc(CN2CCn3ncc(C(=O)Nc4cccc(C)c4)c3C2=O)cc1
    1	0	104	-1	-2	10	-2.5	2	0.1	-6
CSc1nc2sc3c(c2c2nncn12)CCC3
    8	4	x	-2	6	2	-0.4	-24	-1.4	-2
OC(COc1ccc(Cl)cc1)CN1CCN(c2ccccc2)CC1 (centres undefined)
    12	-1	93	2	5	-25	4.4	3	1.2	0
Cc1sc(NC(=O)c2ccco2)c(C(c2ccc(F)cc2)N2CCN(C)CC2)c1C (centres undefined)
    2	x	116	1	1	7	-1.6	13	0.2	0
C=CCNC(=O)CN1CCC(O)(c2ccc(F)cc2)CC1
    31	-2	94	-4	0	-2	0.4	6	-1.1	-4
COc1cc(=O)n(C)c2c(O)cccc12
    3	-1	103	-1	1	13	-2.5	-4	1.8	1
CC(OC(=O)c1ccccc1C(=O)N(C)Cc1ccccc1)C(=O)NC1(C#N)CCCCC1 (centres undefined)
    -2	1	99	0	-4	11	-1.8	-2	0.8	-3
CCCCCn1cnc2sc(CC)cc2c1=O
    -2	22	92	0	5	5	-1.0	-7	-1.7	0
O=C(Nc1ccccc1)c1cc2c(=O)c3ccccc3oc2nc1C(F)(F)F
    0	x	98	1	3	8	-1.6	-7	-1.3	-3
O=c1c(-c2ccc(O)cc2)coc2cc(O)cc(O)c12
    4	44*	104	-2	6	16	-3.1	-19	1.1	-3
CN(C)c1ccc(C=Nc2cnn(C)c2C(N)=O)cc1
    -10	0	x	-2	-1	-5	1.0	-12	1.9	-6
CN(Cc1ccc(OC(F)F)cc1)C(=O)C1CCN(S(=O)(=O)c2ccc3c(c2)OCCO3)CC1
    -12	-4	97	2	-1	2	-0.6	-4	0.9	-4
Oc1c(Cl)cc(Cl)cc1/C=N/c1nc(-c2ccc(Cl)cc2)cs1
    25	x	81	-2	-6	12	-2.4	-6	1.5	0
C=CCOc1ccc(/C=N/n2cncn2)cc1OC
    -9	-1	99	2	0	4	-0.7	2	-0.3	-1
CCn1c(C(O)c2cccc(OC)c2OC)nc2ccccc21 (centres undefined)
    29	x	100	-1	-4	8	-1.5	3	0.6	-2
CN(C)CCN(Cc1ccccc1)c1ccnc(N(C)C)c1C#N
    -3	x	101	-1	-1	14	-3.1	2	-1.6	0
CCOC(=O)CC(=O)Nc1ccc(C)cc1
    2	0	x	-3	0	2	-0.3	-5	0.8	-2
CC(=O)N1c2ccc(S(=O)(=O)N3CCCC(C(=O)NC4CCCC(C)C4C)C3)cc2CC1C (centres undefined)
    -11	-2	102	-3	2	18	-3.4	-8	-0.5	0
O=C(Nc1ccccc1)n1cc(-c2ccccn2)c(N2CCOCC2)n1
    6	2	98	3	-3	8	-1.6	5	-0.2	6
Cc1cnc(NC(=O)c2ccc3ncsc3c2)s1
    9	48*	106	-4	-4	-10	1.5	-14	0.9	0
Cc1cc(NS(=O)(=O)c2ccc(NC(=O)COc3ccc(Cl)c(C)c3)cc2)no1
    -1	-1	98	3	5	1	-0.1	-12	3.6	0

Looked up by structure from above (two):
Order of values: Arrestin-AP2 inh	Wnt bcat act	Pemphigus Ab inh	V-ATPase pH	RTF Ca sens act	OPRM1-OPRD1 inv	OPRM1-OPRD1 ag	Cardiac RTF inh	C-LANA FP	Keap1-Nrf2 PPI
Oc1c(Cl)cc(Cl)cc1/C=N/c1nc(-c2ccc(Cl)cc2)cs1
    25	x	81	-2	-6	12	-2.4	-6	1.5	0
Cc1cnc(NC(=O)c2ccc3ncsc3c2)s1
    9	48*	106	-4	-4	-10	1.5	-14	0.9	0
